# Abeta yeast res: A-beta toxicity reversal in yeast | yeast expressing A-beta42, growth rescue, OD600, 48 h; response scale: 0% DMSO, 100% iron-clioquinol control | Potency, µM (highest dose often 46.1 µM), without a hit: at the top dose growth rescue, most hits filed as activators | 410,000 compounds, 0.063% hits | AID 1347071; further: potency means the concentration at half of the fitted maximal effect; nearly all actives have a fitted effect of over 55% in size
#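 Yeast growth medium received pinned compounds, then yeast cells expressing toxic A-beta were added; plates incubated at 30 C for 48 hr. Growth read as absorbance at 600 nm, normalized to DMSO and equimolar FeCl3 plus clioquinol controls.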
# TGFb inhibitor: blocks TGF-b signaling; HepG2 CAGA-GFP TGF-b/SMAD3 reporter, GFP fluorescence, 18 h; TGF-beta stimulated, 500 pg/mL final; Potency, µM (top dose mostly 46.1 µM), without a hit: top-dose activity, negative = inhibition, most hits filed as inhibitors; 410,000 compounds, 1.2% hits; AID 588855; further: potency means the concentration at half of the fitted maximal effect; on the % scale 0 is the no-effect control and ±100 the full control effect; nearly all actives have a fitted effect of over 65% in size
#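 HEPG2 CAGA-GFP reporter cells (1000/well, DMEM with 1% FBS) received compounds, then recombinant TGF-beta at 500 pg/mL final for 18 hours at 37 degrees C. Per-cell GFP summed per well was normalised to unstimulated and stimulated DMSO controls before curve fitting.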
# A549 tox: kills or reduces viability of A549 cells in Nrf2 counter-screen; A549 ARE-Fluc cells, CellTiter-Fluor viability, 18-24 h; Potency, µM (top dose mostly 46 µM), without a hit: at the top dose activity change, negative = cytotoxicity, most hits filed as inhibitors; 390,000 compounds, 0.16% hits; AID 504648; further: potency means the concentration at half of the fitted maximal effect; on the % scale 0 is the no-effect control and ±100 the full control effect
#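 Cytotoxicity counterscreen: CellTiter-Fluor fluorescence was measured in A549 ARE_Fluc cells after 18-24 h of compound exposure in a concentration series. The subsequent BugLite luminescent read reports ARE-luciferase activity.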
# Nrf2 activator: activates Nrf2 signaling. 410,000 compounds, 0.31% hits. AREc32 ARE-luciferase reporter (MCF7-derived line), luminescence, 24 h. AID 624171. Potency, µM (series often up to 46.1 µM), inactives show top-dose activation, usual class: activators; further: potency means the concentration at half of the fitted maximal effect; % of control where 0% means no effect; nearly all actives have a fitted effect of over 65% in size
#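 For detection, Steady-Glo was added and plates sat 30 min at RT; before that, AREc32_Fluc cells grown overnight in OPTI-MEM/5% FBS had been treated with 23 nL compound for 24 hr at 37 deg C.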
# pAkt inh: Akt phosphorylation inhibition | Neuro2A IGF-stimulated pAkt S473 HTRF, 20 min; hits give low values | activity change, % for hits at 50 µM | 360,000 compounds, 0.32% hits | AID 651550; in the data active means activity change below about -80%; inconclusive means mostly about -51% to -80%; further: on the % scale 0 is the no-effect control and ±100 the full control effect
#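 Single-point screen (50 µM final compound) in Neuro2A cells stimulated 20 min with 6 nM IGF at 37 deg C. After lysis, Ser473-phosphorylated Akt read by HTRF (ex 330 nm, em 615/665 nm) as the 665/615 ratio.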
# CCT modulator: modulators of cytosolic chaperonin (CCT/TRiC) activity; purified chaperonin ATPase assay, HTRF ADP detection, 30 min; activity change, % (test concentration not listed), hits read low; 360,000 compounds, 0.3% hits; in the data active means activity change below about -30%; further: on the % scale 0 is the no-effect control and ±100 the full control effect
#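 First, chaperonin was dispensed at 40 nM or 20 nM final depending on batch activity. Next, compounds were pinned at 76 uM and ATP added at 10 uM. After 30 min at 37 °C, ADP detection reagents ran 30 min at ambient temperature.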
# Nrf2 block: Nrf2 pathway inhibition. A549 ARE-Fluc reporter, luciferase luminescence, 18-24 h. Potency, µM (top dose mostly 46 µM), for inactives: at the highest dose activity change, negative = inhibition, hits mostly inhibitors. 360,000 compounds, 2.1% hits. AID 504444; further: potency means the concentration at half of the fitted maximal effect; on the % scale 0 is the no-effect control and ±100 the full control effect; nearly all actives have a fitted effect of over 60% in size
#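 Nrf2 function is reported as luminescence of an ARE-controlled luciferase in A549 cells. Compounds were tested at several concentrations, and a CellTiter-Fluor read on the same wells flagged cytotoxicity.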
# HepG2 tox: HepG2 cytotoxicity, counter-screen for TGF-b inhibitors; 410,000 compounds, 0.76% hits; Potency, µM (series often up to 46.1 µM), without a hit: top-dose activity change, negative = cytotoxicity, hits mostly cytotoxic; AID 588856; HepG2 CAGA-GFP viability, ATP luminescence, 18 h; further: potency means the concentration at half of the fitted maximal effect; some results filed as inactive show a strong effect at the top dose
#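 CellTiter-Glo luminescence gave cytotoxicity after 18 hours at 37 degrees C. The cells were HepG2 CAGA-GFP in 1% FBS DMEM, stimulated with 500 pg/mL TGF-beta after compound addition. %Activity was normalised to no-cell wells (complete cell-killing) and DMSO (no toxicity), and curves were fitted and classified.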
# MmCpn inh: inhibitors of Methanococcus maripaludis chaperonin (MmCpn); purified Mm-Cpn ATPase, ADP Transcreener TR-FRET; 330,000 compounds, 0.031% hits; Potency, µM (series often up to 76.9 µM), for inactives: at the highest dose activity, negative = inhibition, most hits filed as inhibitors; AID 504842; further: potency means the concentration at half of the fitted maximal effect; on the % scale 0 is the no-effect control and ±100 the full control effect; nearly all actives have a fitted effect of over 80% in size
#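 Quantitative HTS used 25 nM Mm-CPN and 10 uM ATP in magnesium/KCl Tris buffer, pH 7.4, with 1 mM DTT. Hydrolysis ran 30 min at 37°C; ADP was read by HTRF.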
# An asterisk follows results filed as active; i = inactive; ? = inconclusive; . = no result given; [ ] = another dose, or the depositor's remark. Unless noted, the call rests on the fitted dose curve; in most records, active means well fitted curve in the direction sought with a large enough effect; inconclusive means small, poorly fitted or top-dose-only effect, or another doubt; inactive means no such curve, though single readings can be large; an effect the other way counts as inactive or inconclusive.
SMILES,Abeta yeast res,TGFb inhibitor,A549 tox,Nrf2 activator,pAkt inh,CCT modulator,Nrf2 block,HepG2 tox,MmCpn inh
COc1ccc(CCN(Cc2ccc(C(C)C)cc2)S(=O)(=O)c2ccc(S(=O)(=O)N(C)C)cc2)cc1OC,15%,0%,-1%,0.1%,i,-0.1,1%,25%,-1%
C=CCN1C(=O)c2ccc(C(=O)N(C)CC(=O)Nc3ccccc3C(F)(F)F)cc2C1=O,21%,13%,3%,-0.2%,i,-1.9,9%,2%,-3%
Cc1nn(CCC(=O)NCCc2ccccc2Cl)c(=O)c2nn(-c3ccccc3)c(C)c12,15%,0%,?,-0.5%,i,-0.6,-18%,2%,1%
O=C(CN(C(=O)CNS(=O)(=O)c1ccccc1)c1ccc2c(c1)OCCO2)NC1CCCCC1,?,1%,-2%,0.6%,i,0.7,16%,-17%,1%
CN1CCC(NC(=O)c2ccncc2)CC1,2%,-2%,0%,-0.7%,i,-1.8,3%,-14%,0%
O=C(Nc1cccnc1)c1ccc(-c2cc(Cl)ccc2Cl)o1,8%,-2%,-4%,0.0%,i,-1.8,-12%,-9%,1%
O=C(Nc1ccccc1)C(=O)Nc1cccnc1,-11%,23%,-2%,-0.6%,i,-1.5,?,-33%,1%
C(=C\c1ccccc1)/CN1CCN(Cc2nc(Cc3ccccc3)no2)CC1,-17%,1%,12%,0.0%,i,-0.1,-4%,-20%,1%
Cc1nn(-c2ccccc2)c(Oc2ccccc2)c1C=O,-23%,4%,7%,?,i,-5.3,0%,-9%,-2%
COC(=O)Nc1ccc(S(=O)(=O)N2CCCc3cccc(O)c32)cc1,1%,-27%,-1%,0.8%,i,-1.9,?,-18%,4%

# Among those listed so far, 2 contain a Cl atom:
SMILES,Abeta yeast res,TGFb inhibitor,A549 tox,Nrf2 activator,pAkt inh,CCT modulator,Nrf2 block,HepG2 tox,MmCpn inh
Cc1nn(CCC(=O)NCCc2ccccc2Cl)c(=O)c2nn(-c3ccccc3)c(C)c12,15%,0%,?,-0.5%,i,-0.6,-18%,2%,1%
O=C(Nc1cccnc1)c1ccc(-c2cc(Cl)ccc2Cl)o1,8%,-2%,-4%,0.0%,i,-1.8,-12%,-9%,1%

# Next records
SMILES,Abeta yeast res,TGFb inhibitor,A549 tox,Nrf2 activator,pAkt inh,CCT modulator,Nrf2 block,HepG2 tox,MmCpn inh
COC(=O)c1c(C)cc(C)c2c1CC(C)(C)C2=O,-4%,0%,0%,-0.4%,i,0.1,6%,20%,0%
Cn1c(CSCc2ccc(Cl)c(Cl)c2)n[nH]c1=S,?,5%,-5%,-0.3%,i,-0.9,-18%,-3%,-2%
Cc1cccc(-c2nc(Cn3c(=O)cc(-c4ccccc4)c4c(C)nn(C)c43)c(C)o2)c1,-10%,24%,11%,-1.0%,.,.,36%,3%,.
COc1nc(C)nc(C)c1Oc1ccc(Cl)cc1Cl,-8%,-8%,1%,-0.4%,i,-3.9,1%,-15%,-1%
CCOC(=O)Cn1c(=NC(=O)CSC(C)=O)sc2ccccc21,?,-6%,5%,-0.7%,i,-0.9,-9%,-3%,-2%
Cc1csc(NC(=O)CSc2ccc3nnc(-c4ccncc4)n3n2)n1,3%,-3%,0%,0.2%,i,-3.0,-6%,3%,-3%
CCOC(=O)CC(NS(=O)(=O)Cc1ccccc1)c1ccc(C)cc1 (stereo not given),?,0%,-5%,0.1%,i,0.5,-9%,-5%,0%
CCc1cccc(CC)c1NC(=O)CCS(=O)(=O)c1ccc(Br)s1,-9%,-12%,2%,2.9%,.,.,15%,0%,.
Nc1ccc(C(=O)OCc2nc3c(ccc4ccccc43)[nH]2)cc1,-7%,?,-16%,3.1%,i,-1.8,7%,-12%,4%
O=C(Nc1nnc(-c2ccccc2F)s1)c1ccccc1F,-13%,-12%,-8%,3.2µM*,i,0.4,26%,7%,-1%
COc1cc(CN2CCCC(C(=O)Nc3ccccc3Oc3cccnc3)C2)ccc1F (stereo not given),-2%,-1%,8%,1.0%,i,-0.3,7%,-22%,-1%
COc1ccc2c(c1)C=C(CN1CCC(CO)(CCc3ccccc3)CC1)CO2,2%,-24%,-6%,7.2%,i,-3.0,22%,-24%,-12%
CN(CC1CCCN(CCc2ccccc2F)C1)C(=O)c1cc2ccccc2o1 (stereo not given),1%,?,.,-0.1%,i,0.2,.,-57%,.
CCC(C)NC(=O)CSc1ccc(Cl)cc1 (stereo not given),-12%,0%,13%,0.2%,i,-0.7,7%,1%,-2%
COCCNC(=O)c1c(CS(=O)(=O)c2ccccc2)noc1C(=O)NCc1ccccc1,10%,-2%,7%,0.4%,i,-2.9,6%,-1%,1%
COc1ccc(C2c3c(n(C)c4ccccc34)C(=O)N2CC(=O)Nc2ccccc2F)cc1 (stereo not given),?,0%,-14%,7.0%,.,.,-9%,-32%,.
CCOC(=O)C1=CCN(S(=O)(=O)c2ccc(F)cc2)C1c1ccc(C)cc1 (stereo not given),19%,-12%,.,3.5%,i,-0.5,.,-32%,.
O=C(NCCCc1ccccc1)[C@@H]1Cc2ccccc2CN1,-1%,18%,0%,0.4%,i,2.3,0%,-2%,-1%
CC(=O)Nc1ccc(S(=O)(=O)Nc2ccc(Nc3ccccc3)cc2)cc1,9%,?,12%,3.5%,i,-1.0,-1%,-16%,0%
Cc1ccc(Cl)cc1N(CC(=O)Nc1cccc(N(C)S(C)(=O)=O)c1)S(C)(=O)=O,2%,-3%,-14%,2.2%,i,2.1,-3%,-41%,2%
Cc1c(Br)c(O)c(Br)c2sc(=O)oc12,-84%[inhibitor],-19%,-14%,7.4%,i,2.0,-19%,-17%,-1%
CCc1nnc(SCC(=O)N2CCCC(N3CCN(c4ccccc4C)CC3)C2)o1 (stereo not given),5%,12%,0%,-0.2%,i,-3.1,-19%,0%,0%
COc1ccc2c(c1)NC(c1cc(Cl)cc(Cl)c1O)c1cccn1-2 (stereo not given),?,-1%,1%,-3.7%,i,-2.3,17%,2%,-8%
COc1cccc(C(=O)NCc2ccc3c(c2)OCO3)c1OC,20%,5%,4%,1.8%,i,1.6,-12%,-1%,1%
O=C(COc1nc2ccccc2nc1N1CCOCC1)Nc1cccc(S(=O)(=O)N2CCCCC2)c1,7%,-7%,?,0.5%,i,-1.2,?,-27%,-3%
COC(=O)C1CC2=C(CCCC2=O)N(Cc2ccccc2)C1=O (stereo not given),-1%,-3%,-1%,-0.2%,i,-1.5,-5%,8%,.
Cc1c(C(=O)C(=O)NCc2ccco2)c2ccccc2n1C,6%,-3%,1%,-0.4%,i,-1.7,8%,8%,-2%
Cc1ccc(OCC(=O)N/N=C/c2cccnc2)cc1,-4%,15%,-2%,0.1%,i,0.3,-18%,13%,2%
COc1ccc(NC(=O)c2cn(C)c(=O)c3cc(OC)c(OC)cc23)c(OC)c1,5%,19%,-1%,3.5%,i,-0.5,13%,-14%,1%
Oc1ccc(Cl)cc1CNc1cnc2ccccc2c1,-84%[inhibitor],?,-4%,16%,i,0.0,7%,-39%,2%
CSc1ccccc1C(=O)N1CCN(c2ncccn2)CC1,-6%,7%,-6%,-0.5%,i,0.0,5%,9%,-1%
CCOC(=O)C1CCN(C(=O)c2ccc3c(c2)sc2nc(-c4ccc(OCC)cc4)cn23)CC1,-21%,-30%,3%,1.3%,.,.,17%,-15%,.
COc1cc(CN2CCN(Cc3ccc(C(F)(F)F)cc3)CC2)cc(OC)c1OC,-5%,?,-5%,4.1%,i,-0.8,?,-35%,-2%
CCCC1NC(=O)c2cc3ccccc3cc2-n2c1nc1cc(Cl)ccc1c2=O (stereo not given),4%,-1%,.,-0.3%,i,-1.3,.,2%,.
CC(C)(CN1CCCCC1)NS(=O)(=O)c1ccc(Cl)cc1,-3%,0%,3%,-0.3%,i,-3.1,5%,-23%,.
Cc1ccc(C)c(C(=O)COC(=O)CNS(=O)(=O)c2ccccc2)c1,13%,6%,5%,-0.5%,i,0.2,9%,5%,-3%
COc1ccc(-c2nn(-c3ccccc3)cc2/C=C\C(=O)Nc2ccc(C(=O)O)cc2)cc1,14%,?,-12%,0.5%,i,-0.6,-7%,-32%,-2%
FC(F)(F)c1ccc(/C=N/NC(=S)NC2CCCCC2)cc1,31%,-20%,3%,4.4%,i,-9.3,-10%,6%,0%
O=C(Nc1cccc(Cl)c1)c1ccc(F)c(S(=O)(=O)N2CCC3(CC2)OCCO3)c1,1%,?,3%,-0.4%,.,.,.,-30%,.

# Only pAkt inh, A549 tox and TGFb inhibitor (five entries from above):
smiles | pAkt inh | A549 tox | TGFb inhibitor
CCOC(=O)C1CCN(C(=O)c2ccc3c(c2)sc2nc(-c4ccc(OCC)cc4)cn23)CC1 | . | 3% | -30%
COc1cc(CN2CCN(Cc3ccc(C(F)(F)F)cc3)CC2)cc(OC)c1OC | i | -5% | ?
CCCC1NC(=O)c2cc3ccccc3cc2-n2c1nc1cc(Cl)ccc1c2=O (stereo not given) | i | . | -1%
CC(C)(CN1CCCCC1)NS(=O)(=O)c1ccc(Cl)cc1 | i | 3% | 0%
Cc1ccc(C)c(C(=O)COC(=O)CNS(=O)(=O)c2ccccc2)c1 | i | 5% | 6%
